Screens from PubChem.
HIF-2a block: inhibitors of HIF-2a | AID 624352 | 0.72% of 360,000 active | inhibition, % at 18.8 µM | 786-0 RCC cells HIF-2a reporter, luciferase luminescence, overnight;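 active = inhibition of the luminescence signal of 40% or more relative to plate controls, in a single-dose primary screen at 18.75 µM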
NR2E3 ag-1: agonists of human nuclear receptor NR2E3. inhibition of corepressor binding, % at 4.78 µM. GST-NR2E3/biotin-RetCOR TR-FRET, 1536-well. 0.12% of 320,000 active. Q9Y5X4. AID 2300;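 active = percent inhibition above the cutoff of mean plus 3 SD of all tested compounds, set per screening campaign, cut at about 20% in these data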;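 also: 0% = DMSO wells and 100% = biotin wells as full block of FRET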
Target sequence (Q9Y5X4 whole entry, looked up): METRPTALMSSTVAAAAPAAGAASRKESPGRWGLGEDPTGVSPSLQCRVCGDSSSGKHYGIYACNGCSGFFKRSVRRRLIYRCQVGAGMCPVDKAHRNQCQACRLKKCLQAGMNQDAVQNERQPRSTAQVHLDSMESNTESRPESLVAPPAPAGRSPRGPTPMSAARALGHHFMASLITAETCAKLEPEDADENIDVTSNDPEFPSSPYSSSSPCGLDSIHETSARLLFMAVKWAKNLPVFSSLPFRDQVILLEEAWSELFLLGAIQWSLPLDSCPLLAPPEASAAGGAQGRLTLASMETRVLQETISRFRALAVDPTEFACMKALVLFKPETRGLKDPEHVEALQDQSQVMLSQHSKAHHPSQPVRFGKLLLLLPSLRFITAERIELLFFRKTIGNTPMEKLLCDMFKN
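Test system – NR2E3–RetCOR corepressor complex · Quantity – NR2E3 fusion 1.35 nM · Buffer or medium – Tris pH 7.5 · Incubation – Compound–protein incubation for 5 h at 4 °C · Technique – TR-FRET, Eu(K)-anti-GST donor, streptavidin-D2 acceptor, ex 340, em 617/671 nm · Evaluation – percent inhibition of 671/617 nm emission ratio versus biotin and DMSO controls · Plate – 1536-well format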
CF NFkB block: cystic fibrosis NF-kB activation inhibition. inhibition, % at 5 µM. KKLEB NF-kB-GFP reporter, PAF-induced, GFP fluorescence overnight. 0.86% of 360,000 active. AID 588850;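 active = at least 50% inhibition at 5 µM, scaled per plate between neutral and stimulator controls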;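 also: PAF is a Pseudomonas aeruginosa culture filtrate used as stimulus; plate controls were PAF-stimulated DMSO wells for no effect and unstimulated DMSO wells for full effect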
CaV13 ICDI inh: Disruptors of the CACNA1D IQ motif to Ca2+-dependent inactivation inhibitor domain association, primary screening, Förster resonance energy transfer in intact living …; HEK cells, CFP/YFP FRET ICDI-IQ, plate reader, 10 min; percent FRET-ratio fall versus neutral wells; inhibition, % at 12.3 µM; 0.098% of 340,000 active; AID 743397;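 active = mean replicate inhibition of at least 30% and at least 1% of replicates passing that level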;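 also: 0% = median of the neutral control wells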
Vif imaging: HIV Vif inhibition. HEK293T cells, Vif self-association by quenched fluorescence, imaging, 24 h. inhibition, % at 7.49 µM. 0.35% of 340,000 active; in the data active = inhibition above about 50%, passing the limit was not always enough; also: some results filed as inactive read as strong as hits
Peg3 prom inh: inhibitors of Peg3 promoter. 1.7% of 360,000 active. HeLa PEG-Prom luciferase reporter, luminescence, overnight. AID 588405. inhibition, % at 20 µM;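 active = inhibition of at least 50% at 20 µM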
TRPM1 prom inh: inhibitors of MITF-driven TRPM1 promoter in melanoma cells | SK-MEL-5 TRPM1 promoter luciferase, 24 h | inhibition, % at 12.5 µM | 0.83% of 330,000 active;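 active = mean inhibition across replicates of 60% or more, whatever share of single replicates reaches that level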; also: values of inactives mirror those of a sister screen read the other way
PDI inh: inhibitors of human protein disulfide isomerase; PDI insulin aggregation turbidity, A650, 90 min; inhibition, % at 10 µM; 0.052% of 350,000 active;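 active = mean inhibition across replicates of 30% or more, whatever share of single replicates reach that level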;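 also: absorbance from insulin aggregation driven by PDI reduction with DTT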
Shn3 inh set2: inhibitors of Schnurri-3 3'UTR reporter in osteoblasts. 0.52% of 360,000 active. inhibition, % at 12.5 µM. Clone20 osteoblast Shn3 3'UTR firefly luciferase, 24 h;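 active = mean inhibition of at least 75% with every replicate also reaching 75%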;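 also: 0% = median of neutral control wells and 100% = pilot-screen positive control compound; some compounds past the cut are filed as inactive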
NR2E3 ag-2: agonists of human NR2E3 nuclear receptor | AID 602229 | CHO-S Gal4-NCOR/VP16-NR2E3 two-hybrid, luciferase | 0.35% of 360,000 active | Q9Y5X4 | inhibition of corepressor binding, % at 3.98 µM;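 active = inhibition above the mean of all tested compounds plus 3 SD, cut at about 70% in these data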;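 also: 0% = DMSO with NR2E3 transfected cells and 100% = cells lacking NR2E3 construct; higher means lower luciferase signal from less NR2E3 corepressor binding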
KKLEB cytotox: counter-screen for CF NF-kB inhibitors: cytotoxicity. KKLEB CF airway cells viability, ATPlite luminescence, overnight; stronger effect = lower value; cells stimulated with P. aeruginosa culture filtrate. activity change (cytotoxicity), % at 5 µM. 0.36% of 360,000 active. AID 602141;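 active = corrected activity change at or below -50% at 5 µM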
Active calls of the source: *; · = no result given. Rows were taken by chance. Share with any hit: about 3.3%.

Codes: A = HIF-2a block; B = NR2E3 ag-1; C = CF NFkB block; D = CaV13 ICDI inh; E = Vif imaging; F = Peg3 prom inh; G = TRPM1 prom inh; H = PDI inh; I = Shn3 inh set2; J = NR2E3 ag-2; K = KKLEB cytotox
> Cc1cccc(CS(=O)(=O)Cc2ccc(C(=O)NCc3ccco3)o2)c1
  A: 17	B: 3	C: 17	D: -5	E: -9	F: 3	G: -6	H: -3	I: 28	J: 0	K: -6

> Cc1ccc(SCc2cc(=O)[nH]c(Nc3nc(C)c4cccc(C)c4n3)n2)cc1
  A: 21	B: 0	C: -9	D: -4	E: 24	F: -25	G: -1	H: -5	I: -1	J: -15	K: -5

> Cc1cccc(CN2CCN(C3CN(Cc4ccccc4)S(=O)(=O)C3)CC2)c1 (configuration not stated)
  A: 7	B: ·	C: -14	D: -6	E: ·	F: 24	G: ·	H: ·	I: -9	J: 5	K: -5

> Cc1nnc(SCC(=O)Nc2ccc3[nH]c(=O)[nH]c3c2)s1
  A: 4	B: 4	C: -11	D: -4	E: 13	F: -23	G: -1	H: -26	I: -16	J: -3	K: 8

> Cc1ccc(CN2C(=O)[C@@H]3Cc4c([nH]c5ccccc45)C(C)(C)N3C2=O)cc1
  A: 8	B: 0	C: 12	D: -5	E: 2	F: 23	G: ·	H: -4	I: 12	J: 18	K: -2

> CCN(CC)C(=O)CSc1nc2[nH]ncc2c(=O)[nH]1
  A: 1	B: 4	C: -12	D: 0	E: -16	F: 5	G: 9	H: 1	I: -10	J: -15	K: 0

> c1ccc2c(c1)oc1c(NCC3CCCO3)ncnc12 (configuration not stated)
  A: -188	B: 2	C: 14	D: -5	E: -9	F: -160	G: -13	H: -3	I: -3	J: 6	K: 10

> O=C(Nc1nnc(SCC(=O)N2CCCc3ccccc32)s1)c1ccc2ccccc2c1
  A: -179	B: -3	C: 5	D: -4	E: -3	F: -210	G: -49	H: -8	I: -65	J: -151	K: -50*

> Cc1cc(C)c(CN2CCCC(CNC(=O)c3ccc(F)cc3)C2)c(-n2cccn2)c1 (configuration not stated)
  A: 14	B: 5	C: 1	D: -4	E: -5	F: -16	G: -3	H: 3	I: 6	J: -16	K: -6

> CCc1ccc(-c2cc(C)no2)cc1S(=O)(=O)N1CCN(c2ccc(C(C)=O)cc2)CC1
  A: -1	B: -4	C: -8	D: -4	E: -7	F: 15	G: 27	H: -10	I: 35	J: 2	K: 1

> CC(C)C1C(=O)N(Cc2cn(CC3CCCCC3)nn2)CCS(=O)(=O)N1Cc1ccc(-c2ccncc2)cc1 (configuration not stated)
  A: 10	B: ·	C: -10	D: -10	E: -4	F: 2	G: ·	H: -2	I: 2	J: -12	K: -1

> O=C(O)CSc1nnc(-c2ccncc2)n1CCc1ccccc1
  A: 5	B: 0	C: -2	D: -6	E: 13	F: 7	G: -12	H: 0	I: -22	J: -8	K: 4

> CC1(C(=O)NS(=O)(=O)C2CC2)CCCN(C(=O)c2ccc3ccccc3c2)C1 (configuration not stated)
  A: 4	B: ·	C: -11	D: -7	E: 10	F: 8	G: ·	H: -5	I: -8	J: 11	K: 6

> Cc1ccc(C(=O)N2CCN(c3cccc(C)c3C)CC2)cc1S(=O)(=O)N1CCOCC1
  A: -9	B: 3	C: 4	D: -3	E: 18	F: 12	G: 15	H: 0	I: 41	J: -7	K: 5

> CCCn1c(SCC(=O)NCc2ccccc2)n[nH]c1=O
  A: 14	B: 0	C: -4	D: 3	E: 2	F: 2	G: -1	H: 1	I: 7	J: -4	K: 12

Single records (already shown). Screens in order: HIF-2a block, NR2E3 ag-1, CF NFkB block, CaV13 ICDI inh, Vif imaging, Peg3 prom inh, TRPM1 prom inh, PDI inh, Shn3 inh set2, NR2E3 ag-2, KKLEB cytotox
Cc1ccc(SCc2cc(=O)[nH]c(Nc3nc(C)c4cccc(C)c4n3)n2)cc1 in the list: 21, 0, -9, -4, 24, -25, -1, -5, -1, -15, -5
Cc1cccc(CN2CCN(C3CN(Cc4ccccc4)S(=O)(=O)C3)CC2)c1 (configuration not stated) in the list: 7, ·, -14, -6, ·, 24, ·, ·, -9, 5, -5
O=C(O)CSc1nnc(-c2ccncc2)n1CCc1ccccc1 in the list: 5, 0, -2, -6, 13, 7, -12, 0, -22, -8, 4

Remaining list, next part:
Codes: A = HIF-2a block; B = NR2E3 ag-1; C = CF NFkB block; D = CaV13 ICDI inh; E = Vif imaging; F = Peg3 prom inh; G = TRPM1 prom inh; H = PDI inh; I = Shn3 inh set2; J = NR2E3 ag-2; K = KKLEB cytotox
> Cc1ccc(-c2noc(CCC(=O)N3CCN(c4cccc(C(F)(F)F)c4)CC3)n2)cc1
  A: 14	B: 0	C: 20	D: 0	E: -13	F: 17	G: 11	H: 6	I: 14	J: -15	K: -12

> Cc1ccc(-c2nc(N)n(C(=O)c3cccs3)n2)cc1
  A: 14	B: 3	C: -1	D: ·	E: -4	F: 19	G: 17	H: 6	I: -1	J: -27	K: 11

> Cc1ccccc1N1CCN(C(=O)c2cccnc2)CC1
  A: 9	B: ·	C: 11	D: -5	E: -3	F: 14	G: 3	H: 9	I: -5	J: 1	K: -7

> O=C(Cn1c(-c2ccccc2)c[n+]2ccsc12)c1ccccc1
  A: -15	B: -2	C: -6	D: -3	E: -2	F: -17	G: 14	H: -3	I: 7	J: -11	K: 10

> N#Cc1cccnc1N1CCN(C(=O)c2ccc3c(c2)S(=O)(=O)c2ccccc2C3=O)CC1
  A: 2	B: 1	C: 12	D: -13	E: 5	F: 5	G: -7	H: 1	I: 1	J: -2	K: -3

> CCc1nnc(NS(=O)(=O)c2ccc(NC(=S)NC(=O)c3ccccc3)cc2)s1
  A: 14	B: 5	C: -14	D: -4	E: -1	F: 13	G: 10	H: -1	I: -17	J: -10	K: -1

Among those listed so far, these have fluorine.
Codes: A = HIF-2a block; B = NR2E3 ag-1; C = CF NFkB block; D = CaV13 ICDI inh; E = Vif imaging; F = Peg3 prom inh; G = TRPM1 prom inh; H = PDI inh; I = Shn3 inh set2; J = NR2E3 ag-2; K = KKLEB cytotox
> Cc1cc(C)c(CN2CCCC(CNC(=O)c3ccc(F)cc3)C2)c(-n2cccn2)c1 (configuration not stated)
  A: 14	B: 5	C: 1	D: -4	E: -5	F: -16	G: -3	H: 3	I: 6	J: -16	K: -6

> Cc1ccc(-c2noc(CCC(=O)N3CCN(c4cccc(C(F)(F)F)c4)CC3)n2)cc1
  A: 14	B: 0	C: 20	D: 0	E: -13	F: 17	G: 11	H: 6	I: 14	J: -15	K: -12
